DRD3 agonist – qHTS of D3 Dopamine Receptor Agonist: qHTS; D(3) dopamine receptor (Homo sapiens), P35462; AID 652048, 2013; D3R DiscoveRx beta-arrestin cells, luminescence, 90 min; max activation, %; 410,000 tested, 0.58% active; in the data active means max activation above about 30%; further: 0% is about no effect; mostly tested at two doses, the higher about 12 µM
Target sequence (P35462 whole entry, looked up): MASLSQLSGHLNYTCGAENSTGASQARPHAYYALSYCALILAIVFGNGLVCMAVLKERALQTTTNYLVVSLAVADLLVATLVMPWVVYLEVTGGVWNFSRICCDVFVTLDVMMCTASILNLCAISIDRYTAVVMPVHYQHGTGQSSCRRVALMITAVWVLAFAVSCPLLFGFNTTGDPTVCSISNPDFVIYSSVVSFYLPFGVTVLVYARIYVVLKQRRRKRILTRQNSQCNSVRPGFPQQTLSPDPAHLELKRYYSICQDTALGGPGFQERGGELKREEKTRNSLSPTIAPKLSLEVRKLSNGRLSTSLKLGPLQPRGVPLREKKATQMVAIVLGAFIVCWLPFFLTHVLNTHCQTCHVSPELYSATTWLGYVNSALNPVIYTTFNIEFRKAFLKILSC
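Agonist mode: compounds and dopamine controls were applied to plated cells for 90 min at 37 degrees C after an overnight attachment at 1500 cells/well. Luminescent read-out followed 30 - 60 minutes at room temperature with DiscoveRx detection reagent.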
D3 antag – qHTS of D3 Dopamine Receptor Antagonist: qHTS; max response, negative = inhibition, %; AID 652054, 2013; D3R cells, DiscoveRx beta-arrestin luminescence, antagonist mode; stronger effect = lower value; 360,000 tested, 2.5% active; in the data active means max response below about -50%; inconclusive means no clear call, values can overlap the other calls; further: on the % scale 0 is the no-effect control and ±100 the full control effect; mostly tested at two doses, the higher about 12 µM
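Cells plated overnight at 1500 cells/well, then exposed to library compounds with dopamine controls for 90 minutes at 37 degrees C. DiscoveRx reagent added for 30–60 minutes at room temperature; luminescence read, quantitative HTS format.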
aSyn rescue – qHTS of alpha-syn Inhibitors; 370,000 tested, 0.14% active; Yeast expressing alpha-synuclein, growth rescue, BacTiter-Glo, 24 h; Potency, µM (doses to about 46.1 µM), without a hit: top-dose growth rescue (activation), actives largely listed as activators; further: potency means the concentration at half of the fitted maximal effect; % of control where 0% means no effect; nearly all actives have a fitted effect of over 65% in size
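Readout is rescue of growth in alpha-synuclein-expressing yeast, so inhibitors of toxicity appear as activators. Growth after 24 hr at 30 deg C in galactose medium is quantified by luminescence.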
FUS suppressor – qHTS for Suppressors of FUS Proteinopathy: Primary screen using FUS-linked yeast assay | S. cerevisiae FUS-expressing, growth rescue, OD600, 24 h | Potency, µM (highest dose often 76.6 µM), for the others: at the top dose growth rescue (activation), actives largely listed as activators | 390,000 tested, 0.24% active | AID 1347120, 2019;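 further: potency means the concentration at half of the fitted maximal effect; plate controls were DMSO vehicle for no effect and reference control for full effect; nearly all actives have a fitted effect of over 55% in size; some results filed as inactive show a strong effect at the top dose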
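FUS-expressing yeast, raffinose-pregrown, induced in 2% galactose minimal medium at OD 0.005; compounds in a dilution series, 24hr at 30C. Growth restoration read as absorbance at 600 nm. CP55940 positive control, DMSO negative.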
TDP-43 yeast inh – qHTS of TDP-43 Inhibitors | TDP-43 expressing yeast growth rescue, BacTiter-Glo, 24 h | Potency, µM (top dose mostly 46.1 µM), inactives show at the highest dose growth rescue (activation), usual class: activators | 410,000 tested, 1.8% active | AID 652104, 2013; further: potency means the concentration at half of the fitted maximal effect; % of control where 0% means no effect; nearly all actives have a fitted effect of over 50% in size
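Luminescence from BacTiter-Glo reports growth of TDP-43-expressing yeast after 24 hr at 30 deg C with compound. Cells were raffinose-pregrown to mid-log, then seeded in galactose medium at OD600=0.02.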
EPAC2 antagonist – qHTS for Antagonist of cAMP-regulated guanine nucleotide exchange factor 2 (EPAC2): primary screen; 360,000 tested, 0.18% active; Potency, µM (titrated, usually from 114 µM), for the others: at the highest dose activity, negative = inhibition, hits mostly inhibitors; EPAC2 GEF exchange of Rap1B-BODIPY-GDP, fluorescence; further: potency means the concentration at half of the fitted maximal effect; on the % scale 0 is the no-effect control and ±100 the full control effect; nearly all actives have a fitted effect of over 45% in size; many of its hits are not listed in these tables
EPAC2 agonist – qHTS for Agonist of cAMP-regulated guanine nucleotide exchange factor 4 (EPAC2): primary screen | Rap guanine nucleotide exchange factor 4 (Homo sapiens), Q8WZA2 | EPAC2 activation, biochemical qHTS; response scale: 100% = 6.5 mM cAMP response | Potency, µM (series often up to 154 µM), for inactives: at the highest dose activation, usual class: activators | 360,000 tested, 0.079% active | AID 720711, 2013; further: potency means the concentration at half of the fitted maximal effect; nearly all actives have a fitted effect of over 50% in size
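Each well held 100 nM EPAC2, 250 nM RAP1B-BODIPY-GDP and 50 uM GDP. Fluorescence, read at 5-min intervals to 30 min, was referenced to a 6.5 mM cAMP positive control.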
Abeta yeast res – qHTS for compounds that reverse cellular toxicity of Amyloid beta (A-beta) peptide in yeast: Primary Screen. yeast expressing A-beta42, growth rescue, OD600, 48 h; response scale: 0% DMSO, 100% iron-clioquinol control. 410,000 tested, 0.063% active. Potency, µM (series often up to 46.1 µM), without a hit: at the highest dose growth rescue, hits mostly activators; further: potency means the concentration at half of the fitted maximal effect; nearly all actives have a fitted effect of over 55% in size
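Yeast A-beta toxicity model in growth medium with pinned compounds, 48 h at 30 C; growth read as absorbance at 600 nm. Normalized to FeCl3/clioquinol equimolar mix (positive) and DMSO (negative).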
Active calls of the source: *; ? = inconclusive; nt = no result given; [ ] = another dose, or the depositor's remark. Unless noted, the call rests on the fitted dose curve; in most records, active means well fitted curve in the direction sought with a large enough effect; inconclusive means small, poorly fitted or top-dose-only effect, or another doubt; inactive means no such curve, though single readings can be large; an effect the other way counts as inactive or inconclusive. These rows are one share of the data (hit frequency here may not be typical).

Molecule | DRD3 agonist | D3 antag | aSyn rescue | FUS suppressor | TDP-43 yeast inh | EPAC2 antagonist | EPAC2 agonist | Abeta yeast res
CC1CCCCC1NC(=O)C1CCN(S(=O)(=O)N2CCC3(CC2)OCCO3)CC1 (stereo unspecified) | 1 | -8 | 6% | -3% | -11% | 2% | 11% | -9%
COc1cc(CN(C(=O)COc2ccc(Cl)c(C)c2)c2ccccn2)cc(OC)c1OC | 4 | nt | nt | 40% | 17% | nt | nt | -21%
Cc1cc(=O)n2[nH]c(-c3ccco3)nc2n1 | -12 | -24 | -5% | -3% | -27% | 1% | 7% | -8%
COc1cc2cnc(-c3ccsc3)c(-c3ccc(F)cc3)c2cc1OC | 26 | -10 | -4% | 7% | 29% | -7% | 5% | -12%
COc1cc(Cl)c(NS(=O)(=O)c2ccc(-c3cnc(C4CC4)o3)cc2)c(OC)c1 | -24 | nt | nt | 18% | -10% | nt | nt | -17%
C=CCNC(=O)/C(C#N)=C/c1c(C)nn(-c2ccccc2)c1Cl | 7 | 18 | -44%[inhibitor] | -5% | -13%[0.397 µM] | 1% | 6% | -17%
CCc1cccc(C)c1NC(=O)C(CC)n1nc(C)c2c(C)n(-c3ccccc3)nc2c1=O (stereo unspecified) | 2 | nt | nt | 10% | 14% | nt | nt | 7%
C/C(N)=C(/C#N)C(=O)COC(=O)c1cc2c(s1)CCCC2 | 3 | 15 | 9% | 2% | ? | -1% | -1% | 20%
O=C(Cc1ccccc1)NNC(=O)Cc1ccccc1 | 9 | 4 | -2% | -2% | -19% | -12% | 1% | -18%
Cc1cc(C)n(-c2ccc(-n3ccnc3)nn2)n1 | -6 | -17 | 2% | -10% | 5% | 4% | 4% | 2%
Cc1nn(-c2ccccc2)c(Cl)c1/C=N/NC(=O)c1ccnn1C | -4 | -4 | 4% | -16% | 16% | -1% | -5% | -9%
COc1ccc2c(c1)c(=O)c(C(=O)c1ccccc1)cn2CC(=O)Nc1ccc2c(c1)OCO2 | -1 | nt | nt | -14% | 15% | nt | nt | -5%
CCCc1cc(=O)[nH]c(SCC(=O)N(C)CC(=O)Nc2ccccc2CC)n1 | 7 | 7 | -12% | -1% | 5% | 3% | 1% | 0%
C=CCOC(=O)C(C#N)c1nc2ccccc2nc1N1CCN(c2ccccc2OC)CC1 (stereo unspecified) | -14 | 30 | -2% | 13% | 0% | -5% | 7% | 13%
Cc1nn(-c2ccccc2C(=O)O)c(=O)c2ccccc12 | 11 | -11 | 10% | -4% | -21% | 11% | 5% | 3%
CC(=O)N1CCc2cc(S(=O)(=O)NC(C(=O)Nc3ccc(C)cc3C)C(C)C)ccc21 (stereo unspecified) | 1 | nt | nt | 19% | 14% | nt | nt | 0%

Looked up above.
Cc1nn(-c2ccccc2C(=O)O)c(=O)c2ccccc12 | Abeta yeast res: 3%
CC(=O)N1CCc2cc(S(=O)(=O)NC(C(=O)Nc3ccc(C)cc3C)C(C)C)ccc21 (stereo unspecified) | FUS suppressor: 19%

The listing continues.
Molecule | DRD3 agonist | D3 antag | aSyn rescue | FUS suppressor | TDP-43 yeast inh | EPAC2 antagonist | EPAC2 agonist | Abeta yeast res
Cc1cc(C(F)F)n2ncc(C(=O)NCCc3ccccc3Cl)c2n1 | -11 | -21 | -3% | 21% | 26% | -3% | 2% | -25%
CCC(C)[C@H]1CNCCN1CCc1cccc2ccccc12 (stereo partly specified) | -4 | -12 | 1% | -11% | 6% | 7% | 5% | 6%
CCc1ccc(NS(=O)(=O)c2ccc3[nH]cc(C(=O)N4CCCCC4)c(=O)c3c2)cc1 | -11 | -3 | 3% | 24% | 7% | -6% | 3% | 7%
COCCNC(=O)c1cc2c(s1)-c1ccc(Cl)cc1SC2 | -7 | 9 | 2% | 16% | 6% | -2% | 13% | -14%
Cc1cccn2c3c(c(=O)nc12)C(c1cccc(F)c1)CC(=O)N3 (stereo unspecified) | 3 | nt | 1% | -19% | 16% | nt | nt | -9%
COc1ccc(CCNC(=O)c2ccn[nH]2)cc1OC | 2 | 6 | -12% | 26% | -2% | -5% | 10% | 1%
CCOc1ccccc1OCCN1CCCC1 | -9 | 2 | -4% | -1% | -2% | -2% | 6% | -10%
O=C(N=C1SC2CS(=O)(=O)CC2N1CCc1ccccc1)C1CCCCC1 (stereo unspecified) | -4 | -3 | 4% | -27% | 12% | -4% | -9% | 1%
CCOC(=O)C1=C(COC(=O)c2ccc(Cl)cc2[N+](=O)[O-])NC(=O)NC1C (stereo unspecified) | 4 | 0 | 4% | 0% | -6% | -17% | 11% | -8%
NNC(=O)C(=O)Nc1ccc(O)cc1 | 4 | -9 | 1% | -26% | 8% | 3% | -3% | 5%
Cn1c(=O)c2c(nc(SCc3cccnc3)n2Cc2ccccc2)n(C)c1=O | -6 | -10 | 0% | 1% | -28% | 8% | 11% | -12%
Cn1c(CSc2nc3ccc(Br)cc3[nH]2)nc2ccccc21 | -17 | -15 | 1% | -3% | 8% | -4% | 6% | 26%
Cc1cc(NC(=O)NC(=O)c2ccccc2F)no1 | -2 | 2 | -10% | -29% | 17% | -4% | 11% | 5%
COC(=O)[C@]12CCCCC=C1N(Cc1ccco1)C(=O)[C@H](CC(=O)NCc1ccc(OC)c(OC)c1)C2 | 7 | 6 | 1% | 17% | 0% | 8% | 9% | -7%
C#CCOCCOCCOCCNc1nc(N2CCN(C(=O)C(Cc3ccc(O)cc3)n3cc(C(N)C(C)CC)nn3)CC2)nc(N2CCN(C(=O)C(Cc3ccc(O)cc3)n3cc(C(N)C(C)CC)nn3)CC2)n1 (stereo unspecified) | 7 | 2 | 2% | 9% | 5% | 1% | 7% | -13%
Cc1ccc(NC(=O)CN(C)C(=O)c2ccccc2OCc2c(C)noc2C)cc1 | -9 | -12 | -3% | 1% | -10% | 5% | 5% | -2%

Among those listed so far, 3 have a thiophene ring, fused or not.
Molecule | DRD3 agonist | D3 antag | aSyn rescue | FUS suppressor | TDP-43 yeast inh | EPAC2 antagonist | EPAC2 agonist | Abeta yeast res
COc1cc2cnc(-c3ccsc3)c(-c3ccc(F)cc3)c2cc1OC | 26 | -10 | -4% | 7% | 29% | -7% | 5% | -12%
C/C(N)=C(/C#N)C(=O)COC(=O)c1cc2c(s1)CCCC2 | 3 | 15 | 9% | 2% | ? | -1% | -1% | 20%
COCCNC(=O)c1cc2c(s1)-c1ccc(Cl)cc1SC2 | -7 | 9 | 2% | 16% | 6% | -2% | 13% | -14%

Carrying on:
Molecule | DRD3 agonist | D3 antag | aSyn rescue | FUS suppressor | TDP-43 yeast inh | EPAC2 antagonist | EPAC2 agonist | Abeta yeast res
CCN(C(=O)COC(=O)c1cc(NS(=O)(=O)c2ccc(Cl)c([N+](=O)[O-])c2)ccc1O)C1CCCCC1 | 4 | -18 | 2% | nt | 0% | -7% | -7% | 0%
Cc1cc(OCC(=O)Nc2ccc3c(c2)OCCO3)cc(C)c1Cl | -7 | 71 | 0% | 2% | 21% | -3% | 9% | 14%
C[C@@H]1CN([C@H](C)CO)C(=O)c2cc(Br)cnc2O[C@H]1CN(C)C(=O)Cc1ccccc1 | 2 | -10 | 3% | 6% | ? | 2% | 11% | 12%
S=C(Nc1ccccc1Cl)N1CCCC(c2ccccc2)=N1 | 3 | -13 | 0% | 6% | 8% | -7% | 9% | -5%
COC(=O)C1=C(C)C(c2ccc(OC)cc2OC)NC(=O)N1 (stereo unspecified) | -2 | 3 | 0% | 9% | 5% | 4% | 3% | 3%
O=C(NCc1cccs1)c1cccnc1C(=O)O | 10 | -17 | 0% | 7% | -15% | 3% | -5% | 18%
Cc1cccc(NC(=S)N2CCCCC2)c1 | 3 | 30 | -5% | nt | -13% | 9% | 3% | ?
Clc1ccc2oc(-c3cccnc3NCc3ccccc3)nc2c1 | 1 | 0 | -2% | 3% | 6% | 2% | 3% | 9%

Compound profiles, as listed above:
C[C@@H]1CN([C@H](C)CO)C(=O)c2cc(Br)cnc2O[C@H]1CN(C)C(=O)Cc1ccccc1 is entered as DRD3 agonist: 2; D3 antag: -10; aSyn rescue: 3%; FUS suppressor: 6%; TDP-43 yeast inh: ?; EPAC2 antagonist: 2%; EPAC2 agonist: 11%; Abeta yeast res: 12%
S=C(Nc1ccccc1Cl)N1CCCC(c2ccccc2)=N1 is entered as DRD3 agonist: 3; D3 antag: -13; aSyn rescue: 0%; FUS suppressor: 6%; TDP-43 yeast inh: 8%; EPAC2 antagonist: -7%; EPAC2 agonist: 9%; Abeta yeast res: -5%

(cont.)
Molecule | DRD3 agonist | D3 antag | aSyn rescue | FUS suppressor | TDP-43 yeast inh | EPAC2 antagonist | EPAC2 agonist | Abeta yeast res
COc1ccccc1NC(=O)NCc1nc(-c2ccc(C(F)(F)F)cc2)no1 | 10 | 11 | 9% | -19% | 15% | -2% | -12% | 8%
COCCCNC(=O)CC(NS(=O)(=O)c1ccc(Cl)cc1)c1ccc(OC)cc1 (stereo unspecified) | -8 | -22 | 2% | 6% | -20% | -2% | 6% | 2%
COCC1CCCCN1C(=O)c1cccc(OC2CCN(S(C)(=O)=O)CC2)c1 (stereo unspecified) | 1 | 5 | -2% | -8% | -6% | 5% | 12% | 5%
CSc1nc(-c2ccccc2)nc(SC)c1C(C)=O | -1 | 38 | 0% | 31% | -7% | -3% | 8% | -1%
Cc1cccc(C(=O)N/N=C/C(C)Cc2ccc3c(c2)OCO3)c1 (stereo unspecified) | -15 | 2 | 2% | 4% | 0% | 2% | 6% | -11%
CSc1nnc(C)c(=O)n1COC(=O)COc1ccc(Cl)cc1 | 14 | 1 | -6% | 18% | -33%[inhibitor] | -21% | 10% | -24%

Bioassay records from PubChem.
